STK33 inh: human STK33 kinase inhibition | purified STK33, MBP phosphorylation, ADP-Glo luminescence | inhibition, % at 10 µM | 320,000 compounds, 0.073% hits | Q9BYT3;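 active = inhibition at or above 25%, using the most active replicate where run in duplicate; inactive = inhibition below 25%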
Target sequence (Q9BYT3 whole entry, looked up): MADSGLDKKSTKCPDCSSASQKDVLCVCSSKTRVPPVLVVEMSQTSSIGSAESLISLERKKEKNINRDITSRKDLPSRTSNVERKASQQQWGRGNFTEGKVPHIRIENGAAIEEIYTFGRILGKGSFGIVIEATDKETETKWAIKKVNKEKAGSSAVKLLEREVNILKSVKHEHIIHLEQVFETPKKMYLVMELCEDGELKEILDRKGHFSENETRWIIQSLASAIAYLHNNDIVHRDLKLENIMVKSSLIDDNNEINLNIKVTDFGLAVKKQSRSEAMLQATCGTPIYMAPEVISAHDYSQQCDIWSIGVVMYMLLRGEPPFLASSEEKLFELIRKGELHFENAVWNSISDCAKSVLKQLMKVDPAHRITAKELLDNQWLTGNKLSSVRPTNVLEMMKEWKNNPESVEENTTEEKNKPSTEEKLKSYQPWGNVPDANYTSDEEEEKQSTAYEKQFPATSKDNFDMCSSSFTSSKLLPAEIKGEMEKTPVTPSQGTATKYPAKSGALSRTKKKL
Kir21 block: inhibitors of mouse Kir2.1 inward-rectifier potassium channel; HEK293-Kir2.1, FluxOR thallium flux fluorescence; hits give low values; B-score at 10 µM; 310,000 compounds, 0.85% hits;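 active = fluorescence ratio B-score at or below minus 3 SD of library scores, with starting-brightness B-score within 2 SD, cut at about -4.2 in these data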;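 also: channel flux triggered by added potassium and thallium sulfate stimulus; B-score of peak minus minimum fluorescence over baseline after thallium stimulus; more negative B-score means stronger Kir2.1 block with less thallium influx; some compounds called inactive have numbers as strong as hits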
Target sequence (P35561 whole entry, looked up): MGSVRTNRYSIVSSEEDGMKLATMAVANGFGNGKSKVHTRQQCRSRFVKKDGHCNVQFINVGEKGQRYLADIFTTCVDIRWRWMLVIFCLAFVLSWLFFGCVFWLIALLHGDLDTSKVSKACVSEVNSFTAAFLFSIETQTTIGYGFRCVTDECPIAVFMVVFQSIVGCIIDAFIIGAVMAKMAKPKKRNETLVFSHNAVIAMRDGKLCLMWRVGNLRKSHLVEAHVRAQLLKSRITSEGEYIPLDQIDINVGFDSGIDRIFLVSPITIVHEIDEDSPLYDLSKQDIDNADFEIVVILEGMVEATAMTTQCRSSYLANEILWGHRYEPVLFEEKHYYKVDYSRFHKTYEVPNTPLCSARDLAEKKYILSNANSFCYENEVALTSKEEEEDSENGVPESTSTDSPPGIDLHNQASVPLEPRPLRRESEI
* = called active by the depositor; . = not tested or not shown.

SMILES	STK33 inh	Kir21 block
COC(=O)c1sc(-c2ccccc2)cc1NC(=O)c1ccc(F)cc1	-4.4	2.11
CC(C)Cn1c(-c2cccc(S(=O)(=O)N3CCOCC3)c2)n[nH]c1=S	-0.4	.
CC(C)(C)C(=O)COc1ccccc1[N+](=O)[O-]	-1.0	0.48
Nc1nc(CN2CCN(c3ccc(F)cc3)CC2)nc(N2CCCc3ccccc32)n1	0.8	-0.53
COc1cccc(-c2cc(C(=O)NCCN3CCOCC3)no2)c1	3.7	0.03
COc1ccc(S(=O)(=O)N2CCC(C(=O)NCCc3ccccc3)CC2)cc1	-0.8	0.12
CC(C)(CNC(=O)c1cccs1)CNC(=O)c1cccs1	0.0	0.62
O=C(O)/C(=C\c1ccccc1)c1ccc2ccccc2c1	-3.6	-0.67
CC(=O)c1c(C)[nH]c(C(=O)N2CCc3ccccc3C2)c1C	0.6	0.64
COC(=O)Cn1c(O)c(N=NC(=O)c2ccc3c(c2)OCO3)c2ccccc21	-0.1	-0.04
S=c1sc(SCCOc2ccccc2)nn1-c1ccccc1	-0.2	-0.25
Cc1ccc(NC(=O)CNc2ccccc2CN(C)C2CCCCC2)cc1	-1.3	-2.09
COc1ccc(NC(=O)CCc2nc(-c3ccc(C)cc3)no2)c(OC)c1	-1.4	0.46
CN(c1ccc(C(=O)NC2CCCC2)cc1)S(=O)(=O)c1ccccc1	-1.7	-0.55
CCc1ccccc1NC(=O)CSC1=C(C#N)C(c2ccc3c(c2)OCO3)C2=C(CCCC2=O)N1 (stereo not given)	0.5	-0.16
O=C(NC1=NCCS1)NC12CC3CC(CC(C3)C1)C2	0.0	-1.54
CCOC(=O)CSc1nnc(COc2cccc(C)c2)o1	0.7	0.23
CCC(C)Sc1ccc([C@H]2N[C@@](C)(C(=O)OC)[C@H]3C(=O)N(C)C(=O)[C@@H]23)cc1OC (stereo not given in full)	-0.6	0.33
Cc1ccc(S(=O)(=O)CCc2nc3ccccc3[nH]2)cc1	-0.6	-0.05
O=C(c1cccnc1)N1CCN(S(=O)(=O)c2ccc(S(=O)(=O)N3CCCC3)cc2)CC1	-0.3	-0.31
CCn1c(Cc2cccn2C)nnc1SCC(=O)c1ccc(C)cc1	7.0	-1.27
CSc1c(CC(=O)Nc2ccccc2C(F)(F)F)n(Cc2ccccc2)c2ccccc12	-1.1	0.67
CCN1CCN(CC(=O)Nc2ccc(Cl)c(S(=O)(=O)N(C)C)c2)CC1	-1.3	-2.27
COCCNC(=O)/C(C#N)=C/c1ccc(C)o1	0.0	0.31
Cc1ccc(NC2=NC(c3ccc(O)cc3)n3c(nc(C)cc3=O)N2)cc1 (stereo not given)	-1.3	-0.38
CCN(CC)S(=O)(=O)c1cccc(C(=O)Nc2ccccc2C(=O)N2CCOCC2)c1	0.9	-0.66
COc1ccccc1-c1nnc(NC(=O)c2ccc(S(=O)(=O)N(C)CC3CCCO3)cc2)o1 (stereo not given)	-1.9	-0.16
COc1ccc(CNC(=O)C(=O)NCC(c2ccco2)N2CCOCC2)cc1 (stereo not given)	0.1	2.57
Cc1ccc(NC(=O)c2ccco2)c(NC(=O)c2cccs2)c1	-1.2	1.69
COc1cccc(-n2c(N)cc(=O)nc2SCC(=O)N2CCN(c3ccccc3)CC2)c1	-0.5	0.62
COc1ccc(C(=O)N2CCN(c3ccc(NC(=O)c4cccs4)cc3)CC2)cc1	-0.8	-1.4
COc1cc(OC)c(NC(=O)c2ccc(Br)o2)cc1Cl	4.8	2.6
CC(C)NC(=O)CSc1ncccc1-c1nc2ccccc2[nH]1	0.1	-0.23
Cc1ccc(C)c(NC(=O)NNC(=O)c2ccc3ccccc3c2O)c1	-0.8	-0.88
COc1cccc(N2CCN(S(=O)(=O)c3ccc4c(c3)NC(=O)CS4)CC2)c1	-0.6	0.36
Cc1cc(C(=O)COc2cccnc2[N+](=O)[O-])c(C)n1Cc1cccs1	-0.6	-0.12
COc1cccc(CSc2nccn2C)c1	-0.4	0.92
Cc1ccc(NC(NC(=O)c2cccs2)C(Cl)(Cl)Cl)cc1 (stereo not given)	-0.1	0.02
Cc1cc(C2=NNC(=NC3CCCCC3)SC2)c(C)n1-c1c(C)n(C)n(-c2ccccc2)c1=O	0.4	-0.99
O=C(Nc1cccnc1Cl)c1cc(-c2ccccc2O)on1	-1.0	-0.94
COc1ccc(-c2nc(C)ncc2-c2csc(C)n2)c(O)c1	-0.7	2.08
Cc1ccc(COC(=O)CCN=C2NS(=O)(=O)c3ccccc32)cc1	0.0	1.14
COc1cc(/C=N/NC(=O)COc2c(C)cc([N+](=O)[O-])cc2C)ccc1OC(=O)c1ccccc1Br	-1.0	1.3
CS(=O)(=O)N(CC(=O)N1CCN(c2ccccc2)CC1)C1CCCCC1	-1.5	-1.18
COc1ccc(/C=N/NC(=O)c2ccoc2C)cc1OC	-1.0	0.84
CCCOc1cc(C)c(S(=O)(=O)n2ccc(C)n2)cc1C	0.4	-2.36
COc1cc(CN2CCN(Cc3ccc(C(F)(F)F)cc3)CC2)cc(OC)c1OC	0.3	1.18
COc1cc(/C=C2\SC(=S)N(N3CCOCC3)C2=O)cc(OC)c1OC	1.2	-1.08
CC(=O)c1cccc(NC(=O)c2cc(-c3ccc(F)cc3)on2)c1	0.1	-0.01
O=S(=O)(Oc1ccccc1/C=N/n1cnnc1)c1ccccc1	0.5	-1.23
NC(=O)C1CCN(C(=O)Cc2ccc([N+](=O)[O-])cc2)CC1	-4.4	-0.19
COC(=O)c1c(NC(=O)C(=O)N2CCCCC2)sc2c1CC(C)(C)OC2	0.2	1.95
Cc1cc(O)c(-c2cc(C(=O)Nc3cccnc3)[nH]n2)cc1C	-1.4	-0.36
CC(=O)c1cccc(NS(=O)(=O)c2cc3c(cc2C)N(C(C)=O)CCO3)c1	-0.5	0
Cn1nc(C(F)(F)F)c(/C=N/OC(=O)c2ccccc2Cl)c1SCc1ccc(Cl)cc1	-1.5	0.02
CCOc1ccccc1NC(=O)C(NC(=O)C1CCC(C)CC1)C(C)C (stereo not given)	-0.4	0.22
CCCCSc1nc(C)c(C(C)=O)cc1C#N	1.3	1.09
CCCC(/C=C/c1ccc(OC(C)=O)cc1)=C1/c2ccccc2C(=O)N1c1ccccc1	-1.4	.
NS(=O)(=O)c1ccc(CNC(=O)c2cc(-c3cccnc3)nc3ccccc23)cc1	5.6	1.04
CC(C)CCNC(=O)COc1ccc2c(c1)C(=O)CC(C)(C)O2	-1.1	0.33
The list goes on.
SMILES	STK33 inh	Kir21 block
COC(=O)c1c(NC(=O)/C=C/C(=O)O)sc(Cc2ccccc2)c1C	-0.6	0.87
COc1ccc(NC(=S)Nc2ccc3snnc3c2)cc1	-0.5	2.12
COCCCNC(=S)N1CCC(NC(=O)Nc2ccc(C)cc2)CC1	0.4	0.39
O=C1CC2(CCN(C(=O)c3cccc(Br)c3)CC2)Oc2ccccc21	-0.5	-0.07
C=CCn1c(N)c(C(=O)NCc2cccnc2)sc1=S	-0.7	-0.01
CCOc1ccc(CCNC(=O)C2=C(C)C(=O)OC23CCC(C)CC3)cc1 (stereo not given)	-1.4	-0.73
CCCCCSc1nncc(=O)[nH]1	-0.8	2.11
O=S(=O)(c1ccc(NCCOCCO)nc1)N1CCCCC1	-1.2	.
CC(OC(=O)Cc1c(F)cccc1Cl)C(=O)NC1CCCCC1C (stereo not given)	-0.5	.
Cc1cc(NC(=O)c2cccnc2)ccc1NC(=O)c1cc2ccccc2o1	1.5	-0.82
C/C(=N\Nc1ccccn1)c1ccc(C#N)cc1	-0.6	0
CCNC(=S)NC1CC2CCCC(C1)N2Cc1ccco1 (stereo not given)	-2.6	-1.76
CCOC(=O)[C@H]1[C@H]2COc3ccc(Cl)cc3[C@@H]2N2C(=O)c3cc(F)ccc3NC(=O)[C@@]12C	-0.8	.
CNC(=O)CN(c1cccc2ccccc12)S(C)(=O)=O	-0.4	0.27
COc1cccc2cc(C(=O)Nc3ccccc3C)/c(=N/O)oc12	-0.2	-0.39
CC(C)Oc1ccc(C2C(C#N)=C(N)Oc3c2oc(CO)cc3=O)cc1 (stereo not given)	0.0	0.39
COc1cc(-c2nc3ccccn3c2NCC2CCCO2)ccc1O (stereo not given)	-0.6	0.01
COC(=O)C1=NN(c2ccccc2)C2(S1)SC(C(C)=O)=C(C)N2c1ccccc1 (stereo not given)	0.4	-0.05
Cc1ccc(S(=O)(=O)N2CCN(C(=O)CSc3nnnn3C)C2)cc1	-0.6	-1.15
CCc1ccc(-c2cc(C)no2)cc1S(=O)(=O)NCc1ccc(OC)c(OC)c1	-0.8	0.46
COc1cccc(C(NC(C)=O)c2ccc3cccnc3c2O)c1 (stereo not given)	-1.3	2.97
CC(NC(=O)c1ccco1)C(=O)N1CCN(c2cccc(Cl)c2)CC1 (stereo not given)	-0.8	.
O=C1NC(=O)C2(COC(c3ccccc3Cl)OC2)S1 (stereo not given)	0.2	-0.33
COc1cc(OC)cc(C(=O)Nc2ncn[nH]2)c1	0.5	.
CC(=O)Nc1ccc2c(c1)c1ccccc1n2C(C)=O	-0.5	-2.25
Cc1c(NC(=O)CN2C(=O)c3cccc4cccc2c34)c(=O)n(-c2ccccc2)n1C	1.0	-0.14
Cc1noc(C)c1CSCC(=O)Nc1cccc(C(F)(F)F)c1	-0.4	.
Cc1ccc(NS(=O)(=O)c2c(C)[nH]c(C)c2C(=O)N2CCCCC2)cc1Cl	4.8	-2.33
CCCn1c(SCC(=O)C(C)(C)C)nc2ccccc21	-0.4	-3.7
CCOc1ccc(S(=O)(=O)Nc2cccc(C(=O)NCC(c3ccccc3)N(C)C)c2)cc1 (stereo not given)	.	-1.6

Two entries from above, as a markdown table.
| compound | STK33 inh | Kir21 block |
| --- | --- | --- |
| Cc1ccc(S(=O)(=O)N2CCN(C(=O)CSc3nnnn3C)C2)cc1 | -0.6 | -1.15 |
| CCCn1c(SCC(=O)C(C)(C)C)nc2ccccc21 | -0.4 | -3.7 |

Three entries from above, ordered by heavy-atom count, descending:
SMILES	STK33 inh	Kir21 block
COC(=O)C1=NN(c2ccccc2)C2(S1)SC(C(C)=O)=C(C)N2c1ccccc1 (stereo not given)	0.4	-0.05
Cc1ccc(NS(=O)(=O)c2c(C)[nH]c(C)c2C(=O)N2CCCCC2)cc1Cl	4.8	-2.33
O=C1NC(=O)C2(COC(c3ccccc3Cl)OC2)S1 (stereo not given)	0.2	-0.33

Continued:
SMILES	STK33 inh	Kir21 block
CCN1CCN(C(=O)c2c(-c3c(Cl)cccc3Cl)noc2C)CC1	-0.1	-0.99
CCOC(=O)N1N=C(CC)CC1(O)C(F)(F)F (stereo not given)	0.2	-1.51
CC(C)c1ccc(NC(=O)NCc2ccc(F)cc2)cc1	-0.6	-0.09
CCN(CC)CCCn1c2c(c(SCC(=O)Nc3nccs3)nc1=O)CCC2	-1.3	-0.04
CC(C)Sc1nnc2n(CCc3ccccc3)c(=O)c3c4c(sc3n12)COC(C)(C)C4	-0.2	0.68
O=C(OCC(=O)N(C1CCCCC1)C1CCCCC1)c1ccccc1O	-0.8	0.96
Cc1cccc(C(=O)NC2CCN(CC(=O)Nc3ccccc3Cl)CC2)c1	-0.3	0.76
CC(C)CC(=O)Nc1ccc(Oc2ccc(NC(=O)CC(C)C)cc2)cc1	-0.4	0.03
C=CCNc1nc(Cl)nc(Nc2ccc(OC)cc2OC)n1	-2.0	-1.98

Given with values under each structure: six of the compounds above
Values run as follows: STK33 inh, Kir21 block
- CCOC(=O)N1N=C(CC)CC1(O)C(F)(F)F (stereo not given)
→ 0.2, -1.51
- C=CCNc1nc(Cl)nc(Nc2ccc(OC)cc2OC)n1
→ -2.0, -1.98
- CC(C)CC(=O)Nc1ccc(Oc2ccc(NC(=O)CC(C)C)cc2)cc1
→ -0.4, 0.03
- CC(C)Sc1nnc2n(CCc3ccccc3)c(=O)c3c4c(sc3n12)COC(C)(C)C4
→ -0.2, 0.68
- CCN1CCN(C(=O)c2c(-c3c(Cl)cccc3Cl)noc2C)CC1
→ -0.1, -0.99
- CC(C)c1ccc(NC(=O)NCc2ccc(F)cc2)cc1
→ -0.6, -0.09

Quoted at random: 3 entries already listed, in no set order.
SMILES	STK33 inh	Kir21 block
CCOC(=O)[C@H]1[C@H]2COc3ccc(Cl)cc3[C@@H]2N2C(=O)c3cc(F)ccc3NC(=O)[C@@]12C	-0.8	.
Cc1noc(C)c1CSCC(=O)Nc1cccc(C(F)(F)F)c1	-0.4	.
CC(C)Oc1ccc(C2C(C#N)=C(N)Oc3c2oc(CO)cc3=O)cc1 (stereo not given)	0.0	0.39
